Screens (PubChem BioAssay)
Pf growth 48h: P. falciparum growth inhibition at 48 hours (one generation). P. falciparum luciferase growth in erythrocytes, 48 h. Potency, µM (top dose mostly 28.7 µM), for inactives: top-dose activity change, negative = inhibition, actives largely listed as inhibitors. hit rate 5.9% among 310,000. AID 504832
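First compound was added to culture medium, then infected red cells at 0.1% parasitemia and 2% hematocrit (final). After incubation at 37 C under 5% CO2, luciferase detection reagent was dispensed and light output recorded.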
HCV inh: inhibitors of hepatitis C virus infection | Huh7.5.1 HCVcc-Cre infection, luciferase reporter, 44 h | hit rate 3.4% among 340,000 | Potency, µM (series often up to 41.8 µM), for inactives: top-dose activity change, negative = inhibition, actives largely listed as inhibitors | AID 651820
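Cells seeded at 1,000/well and cultured 4 h, then compounds added followed by HCVcc-Cre virus (~0.5 moi). After 44 h further culture, luciferase substrate was added, plates held 15 min at room temperature, and luminescence read for 15 sec.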
Sm TGR block: S. mansoni TGR enzyme inhibition. Q962Y6. purified TGR, DTNB reduction, TNB absorbance 405 nm. Potency, µM (titrated, usually from 114 µM), without a hit: top-dose activity change, negative = inhibition, hits mostly inhibitors. hit rate 3% among 360,000. AID 485364; further: nearly all actives have a fitted effect of over 60% in size
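Kinetic colorimetric format: TGR-catalysed, NADPH-driven DTNB reduction monitored via TNB absorbance. Enzyme dispensed at 20 nM; compound exposure 15 min at room temperature before reaction start.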
TbPYK inhibitor: blocks Trypanosoma brucei pyruvate kinase; Q57TT1; TbPYK enzyme, Kinase-Glo Plus ATP luminescence, 45 min; Potency, µM (titrated, usually from 76.8 µM), without a hit: top-dose activity, negative = inhibition, hits mostly inhibitors; hit rate 0.12% among 410,000; AID 624173; further: nearly all actives have a fitted effect of over 50% in size
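Quantitative HTS: titrated library compounds versus trypanosomal pyruvate kinase in TEA buffer (pH 7.2) containing KCl, MgCl2, BSA and Tween-20. Reactions were initiated with ADP, 130 uM final. Kinase-Glo Plus luminescence was read after 45 min at RT.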
Pf growth 96h: inhibits malaria parasite growth, 96 h; P. falciparum luciferase reporter growth, 96 h; Potency, µM (top dose mostly 28.7 µM), without a hit: top-dose activity change, negative = inhibition, actives largely listed as inhibitors; hit rate 6.9% among 320,000; AID 504834
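P. falciparum expressing integrated firefly luciferase grown in erythrocytes (2% hematocrit, 0.05% parasitemia final) with compounds for 96 hours at 37 C, 5% CO2. Growth inhibition read as loss of luminescence after adding luciferase detection reagent.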
LmPK inhibitor: LmPK (Leishmania mexicana) enzyme inhibition; Q27686; purified LmPK, Kinase-Glo ATP luminescence, 1 h; Potency, µM (series often up to 57.5 µM), for the others: top-dose activity change, negative = inhibition, hits mostly inhibitors; hit rate 0.37% among 290,000
Target sequence (Q27686 whole entry, looked up): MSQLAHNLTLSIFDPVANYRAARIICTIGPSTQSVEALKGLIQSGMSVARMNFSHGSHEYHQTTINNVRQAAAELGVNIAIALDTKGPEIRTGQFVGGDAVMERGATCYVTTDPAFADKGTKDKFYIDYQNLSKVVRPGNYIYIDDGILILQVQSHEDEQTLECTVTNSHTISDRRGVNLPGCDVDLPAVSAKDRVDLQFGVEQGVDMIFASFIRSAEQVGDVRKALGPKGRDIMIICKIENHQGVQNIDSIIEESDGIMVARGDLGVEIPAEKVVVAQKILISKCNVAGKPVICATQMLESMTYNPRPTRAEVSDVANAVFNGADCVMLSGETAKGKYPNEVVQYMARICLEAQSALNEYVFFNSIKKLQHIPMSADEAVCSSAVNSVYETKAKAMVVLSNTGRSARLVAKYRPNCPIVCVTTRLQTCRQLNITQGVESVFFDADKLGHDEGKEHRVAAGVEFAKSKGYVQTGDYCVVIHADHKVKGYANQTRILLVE
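Purified LmPK (0.1 nM) converted ADP (0.1 mM) to ATP with PEP (0.5 mM) in imidazole buffer pH 7.2 with KCl and MgCl2, 1 h at room temperature. ATP was read by Kinase-Glo luminescence; data normalized to uninhibited and no-enzyme controls.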
* = called active by the depositor; ? = inconclusive; . = no result given; [ ] = another dose, or the depositor's remark. The call rests on the fitted dose curve; in most records, active means well fitted curve in the direction sought with a large enough effect; inconclusive means small, poorly fitted or top-dose-only effect, or another doubt; inactive means no such curve, though single readings can be large; an effect the other way counts as inactive or inconclusive. On the % scale 0 is the no-effect control and ±100 the full control effect; potency means the concentration at half of the fitted maximal effect.

Each structure is followed by: Pf growth 48h	HCV inh	Sm TGR block	TbPYK inhibitor	Pf growth 96h	LmPK inhibitor
- CCOC(=O)[C@@H]1[C@H]2COc3ccc(Br)cc3[C@@H]2N2C(=O)N(c3ccccc3)C(=O)[C@]12C
  ?	1%	0%	0%	-24%	1%
- O=C1CCc2cc(S(=O)(=O)NCc3ccccc3Cl)ccc2N1
  ?	3%	-7%	-19%	?	.
- O=C(COc1ccc2c(c1)CCC2)N1CCN(c2cccc(C(F)(F)F)c2)CC1
  0%	5%	-1%	0%	26%	0%
- CCC(C)(C)n1nnnc1C(c1cc2cc3c(cc2[nH]c1=O)OCO3)N1CCCCC1 (configuration not stated)
  ?	3%	0%	-15%	0%	1%
- O=C(O)c1cnc(-c2ccccc2)nc1Sc1ccccc1
  19%	11%	12%	5%	-4%	-4%
- CCc1ccc(CNC(=O)C2CC(=O)N(CCc3ccc(C)cc3)C2)cc1 (configuration not stated)
  .	.	8%	4%	-48%	-3%
- CC(Sc1ncnc2sc(-c3ccccc3)cc12)C(N)=O (configuration not stated)
  25%	?	0%	1%	-15%	-3%
- CCOC(=O)c1ccc(NC(=O)C(C)N2C(=O)c3ccccc3C2=O)cc1 (configuration not stated)
  12%	3%	-5%	-1%	?	7%
- COc1ccc(NC2CCCN(C(=O)c3ccccc3N3CCOCC3)C2)cc1OC (configuration not stated)
  -17%	-9%	-32%	-18%	21%	-3%
- COc1ccc(-c2c(C(C)=O)c(C)nc3sc4c(=O)n(-c5ccc(C)cc5)nnc4c23)cc1
  ?	?	0%	3%	?	1%
- Cc1onc(-c2ccccc2)c1C(=O)Nc1cccnc1
  1%	10%	-8%	-8%	?	-2%
- CC(C)Cn1c(=O)c(C(=O)Nc2cnccn2)c(O)c2ccccc21
  5%	2%	-30%	1%	.	2%
- COc1ccccc1/C=C/C(=O)OCC(=O)NCc1ccco1
  9%	-4%	1%	1%	49%[activator]	-4%
- CCCCCc1cccnc1
  ?	15%	3%	1%	-5%	4%
- CCCCOc1ccc(CC(=O)NCC(=O)O)cc1
  -10%	?	-6%	-5%	15%	5%
- COc1ccc(Br)cc1CN1CCCCCCC1
  -21%	6%	-1%	4%	33%[activator]	-9%
- COc1ccc(OC)c(NC(=O)c2ccccc2N(C)S(=O)(=O)c2ccc(C)cc2)c1
  -26%	?	-1%	-2%	?	-9%
- CCCN(CC1CCCO1)C(=O)CCc1nnc(-c2cc(C)on2)o1 (configuration not stated)
  5%	7%	3%	-1%	79%[activator]	-4%
- COC(=O)N/N=C/c1cccnc1
  11%	0%	2%	8%	-5%	-2%
- Cc1nc2cc(-c3cccs3)nn2c(NCC(C)(C)CN(C)C)c1C
  ?	-16%	5%	-3%	64%[activator]	6%
- CCS(=O)(=O)N1CCN=C1SCc1cccc(F)c1
  -7%	30%	-8%	-5%	-6%	-1%
- O=C(NCCOc1ccccc1)C(=O)NCC1CCCO1 (configuration not stated)
  54%[activator]	6%	-8%	3%	23%	0%
- Cc1c(C(=O)N/N=C/c2ccc(N3CCOCC3)cc2)nc2ccccn12
  ?	4%	3%	-9%	-2%	7%
- Cc1nc(NC(=O)CCCC(=O)Nc2nc(C)c(C)s2)sc1C
  18%	18%	2%	5%	?	0%
- CCOC(=O)N1CCC(N2CCCC(CO)(Cc3ccccc3C)C2)CC1 (configuration not stated)
  ?	3%	0%	0%	?	5%
- Cn1c(=N)n(CC(=O)O)c2ccccc21
  -3%	-8%	2%	3%	61%[activator]	1%
- Cc1nn(C)cc1/C=N/NC(=O)CSc1ccccn1
  14%	15%	5%	-2%	-1%	0%
- O=C1CC(c2ccc(F)cc2)Cc2nc(NCc3ccco3)ncc21 (configuration not stated)
  0%	-11%	?	-8%	?	-1%
- O=C(CCN1C(=O)c2ccccc2C1=O)N1CCCCCC1
  16%	-5%	6%	-17%	?	-14%
- CC(C)Sc1oc(-c2ccco2)nc1S(=O)(=O)c1ccccc1
  ?	-30%	?	-12%	?	7%
- COc1ccc(-c2ccc(CCC(=O)O)n2CC(=O)Nc2cccc(OC)c2)cc1
  -3%	13%	?	-3%	-4%	3%
- CC(=O)Nc1ccc(S(=O)(=O)NCC2CCC(C(=O)N3CC(C)CC(C)C3)CC2)cc1 (configuration not stated)
  ?	3%	0%	2%	-24%	13%
- COc1ccc(N=C(C)c2c(O)n(C)c(=O)n(C)c2=O)c(OC)c1
  ?	-25%	3%	-7%	.	-1%
- CCCn1c(NC(=O)C23CC4CC(CC(O)(C4)C2)C3)nc2ccccc21
  ?	-16%	4%	-8%	?	3%
- CCC(C)(C)n1nnnc1CN(Cc1ccco1)Cc1cc2cc3c(cc2[nH]c1=O)OCO3
  ?	15%	0%	7%	6%	2%
- Cc1ccc(S(=O)(=O)NCC(=O)NCC2CCCCC2)cc1C
  -1%	-8%	3%	-4%	18%	0%
- O=C(C1CC(=O)N(c2ccc(Cl)cc2)C1)N1CCCCCC1 (configuration not stated)
  4%	23%	3%	-10%	47%[activator]	3%
- CCN1CCC[C@@H](OC(=O)C(c2ccccc2)c2ccccc2)C1
  -17%[12.8 µM]	.	.	4%[33.2 µM]	-7%[12.8 µM]	.
- COc1ccc(-n2nc(C(=O)Nc3ccc(OC)c(OC)c3)c3c4ccccc4n(C)c3c2=O)cc1
  .	?	-25%	1%	?	5%
- Cc1occc1C(=O)N1CCCC(Nc2ccc(C(C)C)cc2)C1 (configuration not stated)
  ?	-14%	-12%	-4%	-29%	-3%
- CCCNC(=O)Nc1ccc(F)c(Cl)c1
  12%	-22%	.	0%	?	2%
- COC(=O)c1cc(OC(=O)CCc2ccc(OC)c(OC)c2)cc(C(=O)OC)c1
  7%	13%	3%	0%	19%	8%
- CCOc1cc(CN2CCN(C(=O)c3ccco3)CC2)ccc1OC
  -8%	-1%	-16%	13%	8%	-3%
- CCc1ccc(NC(=O)C2CCN(c3c(N4CCCC4)c(=O)c3=O)CC2)cc1
  1%	7%	-4%	2%	17%	2%
- CC1CCCCC12NC(=O)N(CC(=O)Nc1cccc(S(=O)(=O)N3CCCCC3)c1)C2=O (configuration not stated)
  ?	?	-1%	-2%	?	.
- Cc1ccc2c(c1)n([O-])c1c([n+]2=O)CCCC1
  12%	-2%	-3%	-11%	25%	-4%
- Cc1ccc(NS(=O)(=O)c2ccc(NC(=O)N3CCCCC3)cc2)cc1
  ?	?	7%	-3%	1.5µM*	-7%
- O=C1NN=C(c2ccc(Cl)cc2)CC1c1cccc(Cl)c1 (configuration not stated)
  ?	2%	18%	-15%	.	-3%
- NC/C(=N\O)c1ccc(Cl)cc1Cl
  6%	-3%	0%	3%	-6%	0%
- CCC(C)c1c(O)nc(SCC(=O)N2CCCCCC2)[nH]c1=O (configuration not stated)
  ?	9%	-2%	6%	-2%	2%
- COc1ccc(-c2cc(C(=O)Nc3cc(C)nn3-c3ccccc3)no2)cc1
  39%[activator]	-22%	13%	-1%	.	-4%
- CC1CCC(C(=O)NC(C(=O)NCCc2ccc(S(N)(=O)=O)cc2)C(C)C)CC1 (configuration not stated)
  -7%	12%	1%	4%	?	8%
- Nc1ccn(Cc2cccc(F)c2)n1
  12%	16%	0%	0%	?	2%
- Clc1ccc(Cn2cc(/C=N/n3cnnc3)c3ccccc32)c(Cl)c1
  ?	?	-16%	1%	.	9%
- CC(C)N(CCO)C(=O)CCc1nnc(CCCc2ccccc2)o1
  0%	23%	23%[57.1 µM]	-3%	38%[activator]	-1%
- CCOC(=O)N1CCN(C(=S)NC)CC1
  .	16%	1%	-7%	18%	-11%
- CCCCc1c(CCC)c(=N)c2ccccc2n1C
  ?	?	-1%	4%	1%	-1%
- COC(=O)[C@@H](Cc1ccccc1)NC(=O)NCCc1ccccc1
  13%	21%	-1%	0%	25%	-1%
- Nc1nc(N)c(C=Nc2ccc(Br)cc2)c(Nc2ccc(Br)cc2)n1
  0.59µM*	?	-9%	1%	0.33µM*	2%
- CC1CC(C)CN(CCCOc2ccccc2[N+](=O)[O-])C1 (configuration not stated)
  -23%	-8%	-2%	1%	?	2%

Further compounds:
Each structure is followed by: Pf growth 48h	HCV inh	Sm TGR block	TbPYK inhibitor	Pf growth 96h	LmPK inhibitor
- COc1ccc(Cl)cc1NC(=O)c1cccc(-n2cnnn2)c1
  10%	10µM*	0%	-3%	17%	.
- Cc1ccc(/C=N/Nc2ccc3c(C(F)(F)F)cc(C(F)(F)F)nc3n2)cc1
  -2%	23%	0%	-10%	?	4%
- O=C(/C=C/c1nc2ccccc2s1)N1CCCCCC1
  356%[activator]	5%	2%	3%	45%[activator]	-2%
- C=CCn1c(=N)n(CC(=O)O)c2ccccc21
  12%	-5%	-1%	4%	?	-4%
- CCOC(=O)/C(=N/Nc1ccccc1)c1csc(Nc2ccccc2)n1
  .	?	5%	-3%	?	4%
- CCC(=O)N(CC(=O)Nc1sc(C)c(C)c1C(N)=O)Cc1ccc(F)cc1
  ?	-15%	0%	-6%	-7%	3%
- O=S(=O)(NCc1csc(-c2cccs2)n1)c1ccccc1
  2%	1%	-4%	1%	18%	-4%
- CN(C)C(=O)COc1ncnc2scc(-c3ccc(F)cc3)c12
  ?	0%	-1%	2%	17%	-7%
- Cc1ccc(OCCN2CCN(CC(O)Cn3c4ccccc4c4ccccc43)CC2)cc1 (configuration not stated)
  2.6µM*	?	-4%	.	19%	-5%
- Cc1ccc(NC(=O)C(Nc2ccccc2)c2ccccc2)cc1 (configuration not stated)
  -5%	8%	4%	-9%	?	0%
- Cc1ccccc1S(=O)(=O)Nc1ncnc2scc(-c3ccccc3)c12
  16%	29%	-1%	-5%	0%	6%
- O=C(OCc1ccc(F)cc1)c1cc(S(=O)(=O)N2CCCCC2)ccc1N1CCOCC1
  -5%	?	15%	-9%	?	.

Exported as tab-separated lines: entries from further up.
molecule	Pf growth 48h	HCV inh	Sm TGR block	TbPYK inhibitor	Pf growth 96h	LmPK inhibitor
O=C(/C=C/c1nc2ccccc2s1)N1CCCCCC1	356%[activator]	5%	2%	3%	45%[activator]	-2%
C=CCn1c(=N)n(CC(=O)O)c2ccccc21	12%	-5%	-1%	4%	?	-4%
CCOC(=O)/C(=N/Nc1ccccc1)c1csc(Nc2ccccc2)n1	.	?	5%	-3%	?	4%
CCC(=O)N(CC(=O)Nc1sc(C)c(C)c1C(N)=O)Cc1ccc(F)cc1	?	-15%	0%	-6%	-7%	3%
O=S(=O)(NCc1csc(-c2cccs2)n1)c1ccccc1	2%	1%	-4%	1%	18%	-4%
CN(C)C(=O)COc1ncnc2scc(-c3ccc(F)cc3)c12	?	0%	-1%	2%	17%	-7%
Cc1ccc(OCCN2CCN(CC(O)Cn3c4ccccc4c4ccccc43)CC2)cc1 (configuration not stated)	2.6µM*	?	-4%	.	19%	-5%
Cc1ccc(NC(=O)C(Nc2ccccc2)c2ccccc2)cc1 (configuration not stated)	-5%	8%	4%	-9%	?	0%
Cc1ccccc1S(=O)(=O)Nc1ncnc2scc(-c3ccccc3)c12	16%	29%	-1%	-5%	0%	6%
O=C(OCc1ccc(F)cc1)c1cc(S(=O)(=O)N2CCCCC2)ccc1N1CCOCC1	-5%	?	15%	-9%	?	.
